Source: PubChem BioAssay (several laboratories)
Hck Nef HTS: inhibitors of human Hck kinase activated by Nef. P08631. inhibition, % at 20 µM. Recombinant Hck-YEEI plus Nef, Z-Lyte FRET kinase assay. 0.68% of 220,000 active. AID 463187;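 active = Hck-Nef kinase inhibition above about 50%, limit read from the data; inactive = inhibition below that limit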;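 also: 0% = DMSO with Hck plus Nef and 100% = Hck alone without Nef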
Target sequence (P08631 whole entry, looked up): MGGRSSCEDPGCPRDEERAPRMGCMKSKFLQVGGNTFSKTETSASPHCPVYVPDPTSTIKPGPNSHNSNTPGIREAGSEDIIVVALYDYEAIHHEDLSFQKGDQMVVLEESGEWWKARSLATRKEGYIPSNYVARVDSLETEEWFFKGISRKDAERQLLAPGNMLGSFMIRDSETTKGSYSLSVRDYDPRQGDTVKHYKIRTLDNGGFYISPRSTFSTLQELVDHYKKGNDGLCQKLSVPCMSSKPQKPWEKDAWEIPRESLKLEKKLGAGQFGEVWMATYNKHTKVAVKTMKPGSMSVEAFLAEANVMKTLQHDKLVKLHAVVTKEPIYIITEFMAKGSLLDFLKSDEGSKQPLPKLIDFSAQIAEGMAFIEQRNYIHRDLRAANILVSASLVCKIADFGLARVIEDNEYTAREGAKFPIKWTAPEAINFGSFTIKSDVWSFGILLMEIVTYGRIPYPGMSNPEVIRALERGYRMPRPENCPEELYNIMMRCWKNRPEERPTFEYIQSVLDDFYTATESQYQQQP
EP2 mod: modulators of human EP2 prostaglandin E2 receptor; EP2-expressing cells, cAMP HTRF FRET, PGE2 co-stimulation; induction, % at 25 µM; 0.83% of 260,000 active;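 active = compounds whose cAMP rise, as percent of the full-agonist control response, exceeds 60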;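 also: rat C6 glioma line stably carrying human EP2 under a CMV promoter; the protocol text gives 20 µM as final concentration; 100% = response of wells given 1 µM PGE2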
Target sequence (P43116 whole entry, looked up): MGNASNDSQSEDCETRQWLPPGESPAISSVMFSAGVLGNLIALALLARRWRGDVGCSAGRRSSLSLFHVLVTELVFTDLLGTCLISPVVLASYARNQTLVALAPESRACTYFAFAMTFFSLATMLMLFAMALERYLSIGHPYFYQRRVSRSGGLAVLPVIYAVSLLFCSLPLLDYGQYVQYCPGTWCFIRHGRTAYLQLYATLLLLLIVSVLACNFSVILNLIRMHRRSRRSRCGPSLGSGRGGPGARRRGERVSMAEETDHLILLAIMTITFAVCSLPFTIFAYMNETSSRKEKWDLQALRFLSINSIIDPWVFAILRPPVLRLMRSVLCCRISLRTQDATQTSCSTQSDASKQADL
Runt-SMMHC FRET: inhibitors of human RUNX1 Runt domain binding to CBFb-SMMHC. Cerulean-Runt/Venus-CBFb-SMMHC FRET ratio 530/480, 1 h. inhibition, % at 20 µM. 0.74% of 220,000 active. AID 1434;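 active = mean inhibition across duplicate retests at 20 µM reaching about 50%, limit read from the data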;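 also: 0% = DMSO wells and 100% = wells with excess untagged CBFb-SMMHC; inhibitors lower the FRET ratio by blocking Runt binding to CBFb-SMMHC; some results filed as inactive read as strong as hits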
L929 necroptosis: blocks zVAD induced death of L929 cells; L929 zVAD necroptosis rescue, ATP luminescence, 24 h; with zVAD 60 µM; AID 1377; viability rescue, % at 10 µM; 0.38% of 220,000 active;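 active = activation, scaled between plate controls, above about 75%, limit read from the data; inactive = activation under that limit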;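 also: 0% = zVAD with DMSO and 100% = DMSO alone without zVAD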
PGE2 EP2 inh: inhibitors of human EP2 prostaglandin E2 receptor. P43116. C6 glioma cells expressing human EP2, cAMP TR-FRET; cells stimulated with saturating PGE2. inhibition, % at 25 µM. 0.52% of 260,000 active;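 active = percent inhibition above 40 after rounding to a whole number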;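 also: rat C6 glioma host cells with rolipram phosphodiesterase inhibitor present; the protocol text gives 20 µM as final concentration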
Runt-CBFb FRET: inhibitors of human RUNX1 Runt domain binding to CBFb. inhibition, % at 20 µM. Cerulean-Runt/Venus-CBFb FRET ratio 530/480, 1 h. 0.46% of 220,000 active. AID 1496. Q01196+Q13951;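 active = inhibition over about 50% at 20 µM in the single-dose screen, limit read from the data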;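 also: 0% = DMSO wells and 100% = excess unlabeled CBFb competitor control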
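Measured by: fluorescence energy transfer, 422 nm excitation, 530/480 nm emission; Assay system: Cerulean-Runt domain; Medium: Tris pH 7.5 buffer with BSA; Measure: loss of energy transfer signal; Controls: 5 µM unlabeled CBFb as full-inhibition high control; Incubation: protein complex preformed 1 h, compound exposure 1 h, room temperature, dark.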
RBBP9 inh: blocks human serine hydrolase RBBP9; O75884; recombinant RBBP9, FP-Rh probe fluorescence polarization; inhibition, % at 7.94 µM; 0.2% of 220,000 active;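 active = inhibition above the campaign mean of all tested compounds plus 3 SD, cut at about 14% in these data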;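 also: plate controls were DMSO wells with RBBP9 for no effect and wells lacking RBBP9 protein for full effect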
Target sequence (O75884 whole entry, looked up): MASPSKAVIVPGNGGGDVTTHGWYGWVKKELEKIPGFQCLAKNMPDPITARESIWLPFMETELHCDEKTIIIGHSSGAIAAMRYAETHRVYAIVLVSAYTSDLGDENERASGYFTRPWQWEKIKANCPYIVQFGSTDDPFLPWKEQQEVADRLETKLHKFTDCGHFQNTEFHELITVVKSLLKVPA
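Test system – recombinant human RBBP9 · Input – RBBP9 2.5 µM in dispensing solution, pre-mixing · Medium – Tris buffer pH 8.0, NaCl, Pluronic · Schedule – preincubation 30 min plus labeling 45 min at 25 °C · Measured by – fluorescence polarization · Measure – % inhibition · Controls – DMSO and no-protein wells · Replicates – one well per compound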
TNF necrop inh: TNF-alpha cell death inhibition in Jurkat FADD-/- cells; Jurkat FADD-/- TNF necroptosis rescue, ATP luminescence, 24 h; 0 = TNF only, 100 = no-TNF cells; activation (protection from cell death), % at 10 µM; 0.068% of 220,000 active;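 active = activation, meaning protection from cell death, of at least 50% relative to plate controls; inactive = activation below 50%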;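 also: necroptosis triggered by 40 ng/mL TNF-alpha added together with compound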
PERK inh: inhibitors of human PERK kinase; AID 1416; inhibition, % at 5.6 µM; CHO PERK-DD fusion, SEAP luminescence translation reporter; 0.17% of 220,000 active; Q9NZJ5;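 active = inhibition above the mean inhibition of all tested compounds plus 3 SD, set separately per screening campaign, cut at about 2.9% in these data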;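 also: PERK kinase domain activated by AP20187 dimerizer at 100 nM; 0% = DMSO with dimerizer and 100% = rapamycin at 8.4 µM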
* = called active by the depositor; . = not tested or not shown; & = joins results of further samples.

SMILES	Hck Nef HTS	EP2 mod	Runt-SMMHC FRET	L929 necroptosis	PGE2 EP2 inh	Runt-CBFb FRET	RBBP9 inh	TNF necrop inh	PERK inh
O=C(NCc1ccco1)c1cccn2c(=O)c3sccc3nc12	2	.	.	-0.3	18	.	-5	-3.3	-0.7
COc1ccc(NC(=O)CSc2nnc(-c3cccnc3)n2C)cc1	13	-6	-1	0.6	9	1	5	-0.5	0.2
O=C(CCOc1ccc(F)cc1)Nc1nccs1	7	-37	-2	0.2	15	1	-3	2.9	-0.3
C(=N\Nc1nc2ccccc2[nH]1)/c1ccc2ncccc2c1	13	-50	-1	14	9	3	-5	-24	-3.4
CCOc1cccc(NC(=O)C2CCCN(S(=O)(=O)c3ccc(OC)cc3)C2)c1 (stereo not given)	-3	-6	1	0.5	12	0	-5	2.4	0.0
COc1cc(=O)[nH]c(=O)n1CC(=O)c1ccccc1	0	6	24	-0.4	7	4	7	-1.5	1.2
CC(=O)Nc1ccc(NC(=O)COC(=O)c2n[nH]c3ccccc23)cc1	14	-34	-2	14	3	-2	-4	-1.3	-0.8
O=C(NCC(=O)N(c1ccc2c(c1)OCO2)C(C(=O)NC1CCCC1)c1ccncc1)c1ccco1 (stereo not given)	1	16	4	-0.5	10	2	0	-3.4	0.7
Clc1ccc(CSc2cc3c(nn2)-c2ccccc2CC3)cc1Cl	-1	14	0	0.1	11	0	-16	-2.3	0.1
CCOc1ccc(C(=O)N/N=C/c2ccc(-c3ccc(S(=O)(=O)Nc4ncccn4)cc3)o2)cc1	16	-22	31	-1.0	9	10	1	-3.8	1.0
COc1ccc(F)cc1C(=O)C1CCCN(Cc2c[nH]c3ccccc23)C1 (stereo not given)	16	-65	1	2.5	11	2	-8	1.2	-0.1
COc1ccc(CN2CCC(CO)(Cc3ccccc3)CC2)cc1Cn1cccn1	11	2	-1	-1.2	10	-1	-6	1.7	0.2
COCCNCC(=O)C12CC3CC(CC(C3)C1)C2	3	8	0	-0.7	6	1	-5	1.1	0.7
CS(=O)(=O)N1CCCC(c2nc(-c3ccc(S(=O)(=O)NCc4ccccc4)cc3)no2)C1 (stereo not given)	-5	-12	-2	0.4	10	0	-15	-13	-0.9
COc1cccc(N2C(=O)c3ccncc3C2=O)c1	1	6	2	0.8	.	-1	-5	0.2	1.1
Cc1ccc(N(CC(=O)NCCSCc2ccco2)S(C)(=O)=O)cc1	1	-2&12	-2	-0.3	18&8	2	-10	-1.2	-0.2
COc1cc(Br)c(S(=O)(=O)Nc2c(C)n(C)n(-c3ccccc3)c2=O)cc1OC	-1	15	-3	0.1	8	0	-3	-1.6	0.3
CCOC(=O)c1c(C)c(-c2ccccc2)n(CC(=O)NCCC(C)C)c1C	4	-6	-3	-0.7	11	-2	-3	0.3	0.3
CCCOP(=O)(c1ccccc1)c1ccccc1	4	4	2	-0.1	3	0	5	1.9	1.0
CN1C(=O)c2cccc(NC(=O)Cc3ccccc3)c2C1=O	6	8	-18	0.2	7	-3	-5	0.3	1.0
O=C(CSc1nnc(-c2ccccc2)o1)NCC1CCCCC1	0	6	-5	0.4	4	-4	-1	-1.5	0.2
Cc1ccc2[nH]c(O)c(N=NC(N)=S)c2c1	6	-64	3	1.9	18	3	1	-4.4	1.9
CNC(=O)COC(=O)/C=C/c1nc2ccccc2s1	1	-4	0	3.8	2	.	-4	1.8	1.3
Cc1nc(/N=C(\N)NC(=O)c2ccccc2)nc2ccccc12	0	7	1	0.1	15	0	1	-1.7	1.1
COc1cc(C(=O)Nc2cccc3cccnc23)cc(OC)c1OC	0	33	-8	1.0	11	-1	-6	-0.8	-1.1

Complete entries from above:
CCOc1cccc(NC(=O)C2CCCN(S(=O)(=O)c3ccc(OC)cc3)C2)c1 (stereo not given) is listed with Hck Nef HTS = -3; EP2 mod = -6; Runt-SMMHC FRET = 1; L929 necroptosis = 0.5; PGE2 EP2 inh = 12; Runt-CBFb FRET = 0; RBBP9 inh = -5; TNF necrop inh = 2.4; PERK inh = 0.0
O=C(NCc1ccco1)c1cccn2c(=O)c3sccc3nc12 is listed with Hck Nef HTS = 2; EP2 mod = .; Runt-SMMHC FRET = .; L929 necroptosis = -0.3; PGE2 EP2 inh = 18; Runt-CBFb FRET = .; RBBP9 inh = -5; TNF necrop inh = -3.3; PERK inh = -0.7

The listing continues:
SMILES	Hck Nef HTS	EP2 mod	Runt-SMMHC FRET	L929 necroptosis	PGE2 EP2 inh	Runt-CBFb FRET	RBBP9 inh	TNF necrop inh	PERK inh
COc1cccc(C(C)N(C)Cc2nc(COc3ccccc3)no2)c1 (stereo not given)	30	-2	0	0.3	10	0	-8	2.8	0.1
CC(C)C(=O)Nc1ccccc1Cc1ccccc1	3	27	-7	0.2	8	-1	2	-1.0	-0.2
O=C(CSc1nnc(-c2ccc(NS(=O)(=O)c3ccccc3)cc2)o1)NCC1CCCO1 (stereo not given)	-1	5	2	-0.2	11	-2	1	0.9	1.3
Cn1cccc1/C=C(\C#N)c1ccccc1	19	-8	2	4.5	16	0	-1	0.5	-0.3
COc1ccc(C(=O)N2CC3(CC(c4cccc([N+](=O)[O-])c4)=NO3)C[C@H]2C(=O)NCC(N)=O)cc1 (stereo not given in full)	2	13	-4	0.1	14	.	-8	-1.6	0.9
Cc1[nH][nH]c(=O)c1N=Nc1ccccc1C#N	27	9	-2	5.2	9	-6	-9	0.0	1.7
CN(C)c1ccnc(Nc2ccc(F)cc2)c1C#N	12	2	2	0.8	6	2	-8	-0.2	0.8
O=C1/C(=C/c2ccc(F)cc2)Oc2cc(OC(=O)N3CCOCC3)ccc21	0	-36	2	-0.4	14	-1	0	-0.8	1.1
CN(Cc1ccccc1)CC(O)COc1ccc(CNCCCOc2cccnc2)cc1 (stereo not given)	-7	-30	-3	-0.3	6	-3	-5	-0.1	-0.2
O=C1c2cnccc2CN1Cc1ccccc1	-1	-1	-3	-0.1	6	0	0	0.0	0.5
Cc1ccc(OCc2ccc(C(=O)O)o2)c([N+](=O)[O-])c1	2	18	-3	1.1	4	3	-6	0.9	1.2
COc1ccc(C(=O)Nc2ccc3oc(Cc4ccc(Cl)cc4)nc3c2)cc1OC	1	-11	-1	0.0	9	0	-33	-6.8	-0.6
Cc1cc(=O)[nH]c(N/N=C/c2ccc(OC(=O)c3cccnc3)cc2)n1	-14	-14	-3	0.5	5	-1	0	2.1	-0.3
Cc1nc(=S)n(-c2ccccc2)[nH]1	0	7	0	0.0	12	2	-10	-0.1	1.3
Cc1ccccc1NC(=S)N(CCc1c(C)[nH]c2ccc(F)cc12)Cc1ccncc1	12	-53	0	-1.3	7	1	-10	0.8	-0.4
CCCn1c(N2CCN(CC(=O)Nc3ccc4c(c3)OCCO4)CC2)nc2ccccc21	1	6	6	0.4	12	0	-1	-0.3	-1.1
COc1ccc2cc3c(N)c(C(=O)NCc4ccco4)sc3nc2c1	3	-23	-4	4.2	8	14	-6	-8.4	0.0
COc1ccccc1-c1n[nH]c2c1[C@H](C)CC[C@H]2C(C)C	-1	-2	-2	0.6	10	-3	-8	-1.5	0.8
Cc1cc(N2CCC(C(=O)NCC3CC3)CC2)nc(-c2ccccc2)n1	2	-66	0	-0.1	22	0	-8	1.7	-0.5
CCOC(=O)CCc1c(C)c(C#N)c2[nH]c3ccccc3n2c1=O	48	-18	-6	0.4	15	6	1	-2.4	-0.6
COc1ccc(CCNC(=O)Cn2cnc3c(cnn3-c3ccccc3Cl)c2=O)cc1OC	1	-6	-1	-0.4	9	2	-1	-1.2	-1.0
CCOC(=O)c1cnc2ccccc2c1NCc1ccco1	-4	43	3	-0.8	12	1	-4	-16	-1.4
CCN(CC)S(=O)(=O)c1ccc2c(c1)nc(CCC(=O)OCC(=O)N1CCc3ccccc31)n2C	7	26	-4	-0.3	12	-2	-2	-0.3	-0.6
COCCCNC(=O)NC(=O)c1ccccc1	3	20	-3	0.9	6	1	-9	0.5	1.7
CCOC(=O)c1cn2nc(Oc3ccc(C)cc3)ccc2n1	14	-84	-1	0.7	10	2	6	0.8	0.8
SMILES	Hck Nef HTS	EP2 mod	Runt-SMMHC FRET	L929 necroptosis	PGE2 EP2 inh	Runt-CBFb FRET	RBBP9 inh	TNF necrop inh	PERK inh
CCN(CC)CCCN=Cc1c(O)n(-c2cccc(C)c2)c(=O)c2ccccc12	38	21	0	-0.6	7	6	-5	4.0	-2.0
O=C(CSc1nc2cc3ccccc3cc2[nH]1)Nc1ccc(F)cc1	3	-36	0	-0.6	8	0	-6	0.8	-1.0
Cn1c(=O)c2c(nc(Oc3ccccc3)n2C)n(C)c1=O	10&-15	-12&-3	0&-2	-0.4&0.0	14	0&2	11&-7	-0.8&0.3	1.5&-0.3
O=S(=O)(Cc1cc(Sc2ccccc2)nc(-c2ccccc2)n1)c1ccccc1	4	59	-7	-0.7	6	0	0	1.3	-0.6
Cn1c(SCC(=O)Nc2cc([N+](=O)[O-])ccc2F)nnc1C(F)(F)F	3	28	0	0.5	7	-1	-10	2.0	0.9
CC1(C)CC(=O)C/C(=N\NC(=O)c2cccs2)C1	0	4	-1	0.1	7	-2	-7	-0.5	0.6
COc1cc(CC(NC(C)=O)C(=O)NC2CCN(c3c(Cc4ccccc4)c(C)nc4ncnn34)CC2)cc(OC)c1 (stereo not given)	6	25	-1	.	6	-6	-8	-0.7	0.8
Cc1ccc(S(=O)(=O)CC#CCOC(=O)c2ccc([N+](=O)[O-])cc2)cc1	1	-16	1	-0.1	38	1	-10	-2.7	0.1
N#C/C(C(=O)Oc1ccccc1)=C1\C=Cc2ccccc2N1	5	16	18	-0.2	12	34	4	-0.7	1.6
Cc1ccc(C2=N/C(=C\N(C)C)C(=O)O2)cc1	4	13	-1	-0.5	9	0	-9	-3.1	-0.4
O=C1/C(=C/c2cccs2)SC(=S)N1c1cccc(O)c1	5	-57	1	-0.2	34	0	-14	-4.7	0.1
CCN(CC)S(=O)(=O)c1ccc(O)c(C(=O)OCC(=O)Nc2cc(C)c(C)cc2[N+](=O)[O-])c1	-7	30	1	-0.2	4	-5	-13	0.6	-0.6
COc1ccc(NS(=O)(=O)c2ccc3nc(COc4cccc5ccccc45)[nH]c3c2)cc1	8	-91	1	2.6	7	7	-67	4.8	0.3
CCn1cc([N+](=O)[O-])c(C(=O)N2CCCC2)n1	1	2	0	1.2	8	3	0	0.9	0.1
COC(C(=O)NCc1ccc(C)cc1)c1ccccc1 (stereo not given)	23	20	-6	64	1	2	3	27	0.4
COc1cc(/C=C/c2sc3ccccc3[n+]2CCCS(=O)(=O)[O-])ccc1O	65*	-7	-233	-1.2	7	-95	-201	-5.2	-0.1
COc1ccccc1N1CCN(C(=O)c2ccncc2)CC1	2	13	3	0.3	7	-1	-11	-2.0	1.3
Cc1ccc(NC(=O)N2CCOCC2)c(C)c1	2	28	-3	0.1	11	1	5	-0.2	1.4
CCO[C@H]1OC(C(=O)NCc2ccccc2)=C[C@@H](C2CCCCC2)[C@@H]1CCCO	3	29	-4	2.0	18	-3	-2	2.3	1.0

A portion of the library (hit frequency here may not be typical).
